Pf Dd2 inh: qHTS Primary assay for Inhibitors of Plasmodium falciparum Dd2 growth in vitro. Potency, µM (titrated, usually from 28.9 µM), for inactives: at the top dose activity, negative = inhibition, most hits filed as inhibitors. P. falciparum Dd2 growth, SYBR Green, 72 h. hit rate 4.3% among 120,000; active = well fitted inhibition curve with a large enough effect; inconclusive = small, poorly fitted or top-dose-only effect; inactive = no such curve, though single readings can be large or run the other way;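 also: plate controls were DMSO vehicle for no effect and reference drug for full effect; nearly all actives have a fitted effect of over 65% in size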
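Infected erythrocytes (Dd2, 0.3% parasitemia, 2.5% hematocrit final) are added to compound in RPMI-1640/Albumax II medium, grown 72 h at 37C in low oxygen, then lysed with saponin/Triton-X containing SYBR Green and read by fluorescence.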
* hit, by the source's call; i = inactive; u = inconclusive; [ ] = remark or other dose. Potency is read from the fitted curve at half-maximal effect.

Molecule,Pf Dd2 inh
Fc1ccc(Br)cc1C1C=C(c2ccc(Br)cc2)Nc2nnnn21 (configuration not stated),u
COc1ccc(C(=O)N2CCCC(c3nc(-c4cccnc4)no3)CCNC(=O)CC2)c(OC)c1 (configuration not stated),i
COc1cc(CN2C[C@@H]3C(=O)N(CCCN4CCCC4=O)C(=O)[C@@H]3C2)cc(OC)c1OC,85%[activator]
O=c1c(S(=O)(=O)c2ccccc2)cn(Cc2ccc(F)cc2)c2cc(N3CCCCC3)c(F)cc12,u
COc1cccc(C(=O)NCC(=O)OCc2cc(=O)n3nc(C)sc3n2)c1,-25%
CN(Cc1ccccc1C(F)(F)F)C(=O)c1ccccc1,u
Brc1ccc(-n2nc(-c3ccccc3)c3cnc4cc5c(cc4c32)OCO5)cc1,49%[activator]
Cc1ccc(C)c(N2CCN(S(=O)(=O)c3ccc4[nH]c5c(c4c3)CCCCC5)CC2)c1,8.9µM*
CCc1nn(-c2ccc(OC)cc2)c(Oc2ccccc2F)c1CCC(=O)N(CC)CC,i
CCc1nc2c(c(-c3ccc(Cl)cc3)n1)CCN(Cc1ccc(NC(C)=O)cc1)CC2,2.5µM*
CCc1ccccc1NC(=O)Cc1cn(C)c2ccccc12,6%
COCc1nc(C2CCCN(C(=O)NCc3ccccc3)C2)no1 (configuration not stated),21%
COc1ccc(-c2noc([C@@H]3CCCN3C(=O)COc3ccc(Cl)cc3)n2)cc1,i
COc1ccc(CC(=O)NC(C)C(=O)N2CCN(c3ccccn3)CC2)c(Cl)c1 (configuration not stated),i
CCOC(=O)Cn1c(=O)oc2cc(S(=O)(=O)N3CCN(c4ccc(F)cc4)CC3)ccc21,1%
CCn1nccc1C(=O)N1CC(n2cc(C(=O)NCC3CC3)nn2)C1,43%[activator]
COc1ccccc1C(=O)c1cn(CC(=O)Nc2ccccc2F)c2nc(C)ccc2c1=O,i
COc1ccc(-n2c(C)c(C(C)=O)c3cc(OC(=O)c4ccc(C)cc4)ccc32)cc1,u
O=C(c1cccc(F)c1)N1C[C@@H](CO)[C@H](c2ccncc2)C1,13%
CCOC(=O)c1c(C)n(-c2ccccc2)c2ccc(OC(=O)c3cccc(C)c3)cc12,u
Cc1ccc(Cc2nc3ccccc3nc2SCC(=O)N2CCCCC2C)cc1 (configuration not stated),u
CC(c1cccc(-c2cccc(C(=O)N(C)C)n2)c1)N1CCCC1 (configuration not stated),-8%
COc1ccc(OC)c(NC(=O)CN2C(=O)c3ccccc3Sc3ccc(C(=O)N4CCCC4)cc32)c1,10µM*
Cc1cccc(NC(=O)Cn2ccn3nc4c(c3c2=O)CCCCC4)c1C,i
CCOc1ccc(CC(=O)N2C[C@@H](COC)[C@H](c3ccncc3)C2)cc1,8%
CCOc1ccc(CNC(=O)c2ccc3c(c2)N(Cc2ccccc2)CCS3)cc1,9%
CCc1ccc(-c2cc(C)no2)cc1S(=O)(=O)Nc1cc(OC)c(OC)c(OC)c1,i
O=C(NC1CCN(c2cc(-c3cccs3)[nH]n2)CC1)c1ccc(F)c(Cl)c1,i
CCOc1ccc(C(NC(=O)c2cc(OC)c(OC)c(OC)c2)c2cc(Cl)c3cccnc3c2O)cc1 (configuration not stated),u
O=C1CC(c2ccccc2)N(C(=O)Cc2cccc(F)c2)CCCCCCN1 (configuration not stated),u

Some of these compounds in order of length of the SMILES, ascending.
Molecule,Pf Dd2 inh
Cc1cccc(NC(=O)Cn2ccn3nc4c(c3c2=O)CCCCC4)c1C,i
CCOc1ccc(CNC(=O)c2ccc3c(c2)N(Cc2ccccc2)CCS3)cc1,9%
COc1ccc(-n2c(C)c(C(C)=O)c3cc(OC(=O)c4ccc(C)cc4)ccc32)cc1,u

New compounds follow.
Molecule,Pf Dd2 inh
CC1CCC(NC(=O)Cn2ncc3c4ccccc4n(Cc4ccc(F)cc4)c3c2=O)CC1 (configuration not stated),-8%
O=S(=O)(NCC1CCOCC1)c1ccccc1F,18%
FC(F)(F)c1cccc(Nc2cnc3ccc(N4CCOCC4)nn23)c1,u
Cc1cc(Br)ccc1NC(=O)Cn1nc2c(cc1=O)CCCCC2,-18%
Cc1ccc(-c2ncc3c(n2)OCCN(c2ccccc2)C3=O)cc1F,-27%[44.1 µM]
CN1[C@@H](CCC(=O)NCc2cccs2)CNC(=O)[C@@H]2[C@H]1CCN2Cc1ncc[nH]1,13%[44.1 µM]
O=C(CCC1N=C2c3ccccc3N=C(SCC(=O)Nc3ccc(F)cc3)N2C1=O)NCc1ccco1 (configuration not stated),45%[activator]
Cc1c(C)n(Cc2ccccc2)c2ccc(C(=O)N3CCN(c4ccccc4F)CC3)cc12,8%
CN(CCCc1nccn1C)C(=O)[C@H]1CCC[C@H](O)C1,0%
O=C(c1cnc(-c2cccs2)nc1)N1CCN(CCO)CC(O)C1 (configuration not stated),4%
COc1ccccc1CNC(=O)c1ccc(CSc2nc3ccncc3n2Cc2cccc(F)c2)cc1,3.5µM*
Cc1ccc2ncc(C(=O)c3ccc(C)c(C)c3)c(S(=O)(=O)c3ccc(F)cc3)c2c1,u
CS(=O)(=O)N1CCC(C2CCN(C(=O)NC3CCCC3)C2)CC1 (configuration not stated),-14%
Cc1nc(N2CCC(NC(=O)c3ccc(C#N)cc3)CC2)cc(C(F)(F)F)n1,u
COc1cccc(-c2nc(S(=O)(=O)c3ccc(C)cc3)c(N3CCCCC3)o2)c1,i
Oc1c(C(c2ccccc2Cl)N2CCC(O)CC2)sc2nc(-c3ccco3)nn12 (configuration not stated),-7%
Cc1ccc(CNC2CN(C(=O)OC(C)(C)C)C2)nc1,-25%[44.1 µM]
Cn1cccc1C(=O)N1CC(Oc2ccc(-c3nc(-c4ccccc4)no3)cc2)C1,-7%[5.79 µM]
Cc1ccc(C(=O)N2CCC(n3cc(-c4nc(C5CC5)no4)nn3)C2)cc1 (configuration not stated),i
COCCOC1CN(C2CCNCC2)C12CCCCC2 (configuration not stated),7%
Clc1ccccc1C1(c2ccnc(NCCn3cccn3)n2)CCNCC1,-4%
Cc1ccccc1NC(=O)c1cc2cn(C(C)C)cc2s1,8.9µM*
CCC1(N2CCN(C(=O)c3ccc(F)c(Cl)c3)CC2)CCN(C(=O)NC)C1 (configuration not stated),i
COc1cc(NC(=O)O[C@@H]2CC[C@]3(C)C(CC[C@@H](O)[C@H]3CC(=O)N3CC[C@H](NC(C)=O)C3)[C@]2(C)CO)cc(OC)c1 (some centres not stated),u
O=C(c1cc(-c2ccc(Cl)cc2)n[nH]1)N1CCN(S(=O)(=O)c2ccc(Br)s2)CC1,-25%
COc1ccc(-c2nc(C)c(CCNS(=O)(=O)c3ccc(F)cc3)s2)cc1OC,-23%
O=C(CCn1ccn2nc3c(c2c1=O)CCCC3)Nc1cccc(F)c1,u
Cc1ccc2[nH]c(=O)c(CCC(=O)NCC(C)C)cc2c1,-18%
Cc1ccc(C)c(S(=O)(=O)N2CCC(n3cnnc3C(C)C)CC2)c1,u
COc1ccc(NC(=O)CSc2nc3c([nH]c4ccccc43)c(=O)n2-c2ccccc2)c(OC)c1,5µM*
CC(=O)NCc1nc2cccnc2n1Cc1ccccc1,38%[activator]
CCCCn1c(CN(C)C(C)c2ccccc2OC)cnc1S(=O)(=O)CC (configuration not stated),8.9µM*
CCc1ccc(NC(=O)CSc2nc(C)c(C(=O)Nc3ccc(Cl)cc3)c(-c3ccc(OC)cc3)c2C#N)cc1,u
CC(=O)NCC(=O)N1CCC(c2cc(-c3ccc(F)cc3)n[nH]2)CC1,80%[activator][5.79 µM]
O=C(c1cccc(F)c1)N1CCCC(CN2CCOCC2)CC1 (configuration not stated),u
CS(=O)(=O)N1CCC(Oc2ccc(C(=O)NCCc3cnccn3)cc2Cl)CC1,-12%
CSCCC(NS(=O)(=O)c1ccc2c(c1)oc(=O)n2C)C(=O)NCCc1ccc(C)cc1 (configuration not stated),1%
Cc1ncsc1CN1CCc2nn(CC3CC3)c(=O)n2CC1,17%
CCOc1ccc2nc(NC(=O)c3nc(SCc4ccccc4C)ncc3Cl)sc2c1,i
COc1ncccc1-c1cc(C(=O)N2CCCC(OC)C2)c2c(c1)ncn2C (configuration not stated),10%[44.1 µM]
Cc1ccc(Cl)cc1NC(=O)c1cc(CN2CCCC2)on1,i[5.79 µM]
O=C(c1ccccn1)N1CCC(n2cc(-c3nc(-c4ccccc4)no3)nn2)CC1,i
Cc1ccc(F)cc1-n1nc(-c2c(C)nc3scc(CC(=O)N4CCCC4)n3c2=O)cc1C,i
O=C(C1CCCC1)N1CCN(C2CCN(CCc3ccccc3)C2=O)CC1 (configuration not stated),4%
Cc1cccc(CN2CCCCCCNC(=O)CC2c2ccccc2)c1 (configuration not stated),u

Quoted from the listing for reference:
Molecule,Pf Dd2 inh
CC(=O)NCc1nc2cccnc2n1Cc1ccccc1,38%[activator]
CCCCn1c(CN(C)C(C)c2ccccc2OC)cnc1S(=O)(=O)CC (configuration not stated),8.9µM*
CCc1ccc(NC(=O)CSc2nc(C)c(C(=O)Nc3ccc(Cl)cc3)c(-c3ccc(OC)cc3)c2C#N)cc1,u
CC(=O)NCC(=O)N1CCC(c2cc(-c3ccc(F)cc3)n[nH]2)CC1,80%[activator][5.79 µM]
O=C(c1cccc(F)c1)N1CCCC(CN2CCOCC2)CC1 (configuration not stated),u

Next results:
Molecule,Pf Dd2 inh
CC(=O)c1ccc(NC(=O)c2nc(-c3ccccc3)n(-c3ccc(Cl)cc3)n2)cc1,-19%
O=C(CCc1nnn2c1CN(C(=O)COc1ccc(F)cc1)CC2)N1CCCC1,i
Cn1cnc(C(=O)N2CC3CC(C2)[C@H]2CCCC(=O)N2C3)c1 (some centres not stated),2%
CNC(=O)c1cccn2cncc12,8%[44.1 µM]
Cc1ccc(C(=O)N2CCCN(C(=O)C3CC3)C(c3ccccc3)CC(=O)NCC2)cn1 (configuration not stated),-1%
COc1ccc(-n2cnc3cc(C(=O)NCCC4=CCCCC4)ccc32)cc1,u
CC(C)c1ccc(S(=O)(=O)c2cnc(SCC(=O)Nc3ccc4c(c3)OCCO4)[nH]c2=O)cc1,23%
COC(=O)c1ccccc1NC(=O)CSc1nc(C)c(Cl)c(C)c1C#N,12%
O=C(NCc1ccc(Cl)cc1)c1ccc2ccnn2c1,-28%[44.1 µM]
CNC(=O)c1cc(-c2ccccc2O)cc2c1OCCN2Cc1cccnc1,u
CC(=O)c1cccc(NC(=O)[C@H](Cc2ccccc2)N2Cc3ccccc3C2=O)c1,-9%
COc1ccc(OC2CN([S+](=O)([O-])c3cccs3)C2)cc1,-3%
CC(C)CCN1C[C@@H]2[C@H](C1)N(CCOc1ccccc1)C(=O)C(C)(C)[S+]2(=O)[O-],u
COCc1ccc2c(c1)c(OC(C)(C)C(=O)NCc1ccncc1)nn2Cc1cccnc1,11%
CC(NC(=O)c1cccc(OC2CCN(C(=O)C3CC3)CC2)c1)c1nn[nH]n1 (configuration not stated),0%
Cc1n[nH]c(C)c1C(NC(=O)c1c(C)nc2ccc(Cl)cn12)C(=O)O (configuration not stated),-11%
Cc1nc(-c2ccc(F)cc2)n(Cc2nc(-c3ccccc3)oc2C)c(=O)c1CCO,u
O=C1CCN(S(=O)(=O)c2ccccc2)CCCC(c2nc(-c3ccccc3)no2)CCN1 (configuration not stated),9%
CN1CC(=O)N(c2ccccc2F)Cc2c1ncnc2N1CCC(O)CC1,33%
O=C(NC1CCCCC1)C1CN(C(=O)c2ccc(C(F)(F)F)cc2)CC12CCOCC2 (configuration not stated),u
CNC(=O)Cc1cccc(-n2ccnc2-c2cc(OC)c(OC)cc2F)c1,21%
O=C(c1cncc(F)c1)N1CCOCC2(CN(Cc3ccccc3)C2)C1,u
COc1cccc2cc(S(=O)(=O)c3ccc(F)c(C)c3)c(=O)oc12,41%[activator]
CC1(C)C(=O)Nc2ccc(S(=O)(=O)N3CCC(c4noc(-c5cccnc5)n4)C3)cc21 (configuration not stated),i[5.79 µM]
COc1ccccc1-c1cc(NCC2CCOCC2)c2onc(C)c2n1,i
CNC(=O)[C@@H]1CN(C(=O)Cc2c(C)noc2C)C[C@H]1c1nc(COC)no1,4%
Cc1cccc(C)c1NC(=O)c1cc2sccc2n1Cc1ccc(F)cc1,u
COCCn1c(SCC(=O)c2ccc(C)cc2)nc2cc(C(=O)NC3CCCC3)ccc2c1=O,20%
OCC1(Cc2ccccc2F)CCCN(c2nnnn2-c2ccccc2)C1 (configuration not stated),u
COC[C@@H]1CN(Cc2ccc(OC)c(C)c2)C[C@H]1C(=O)NC1CC1,-2%
Cc1ccc(NC(=O)N2CCN(c3nnnn3-c3ccc(Cl)c(C)c3)CC2)cc1F,u
Cc1nc2c(c(NC3CC3)n1)CCN(C(=O)c1ccc(=O)[nH]n1)CC2,-10%
CC1=C(C(=O)Nc2c(C)cc(C)cc2C)C2(CCN(C(C)C)CC2)OC1=O,-27%
O=C(NCc1ccccc1)C(=O)NCC(c1ccc2c(c1)OCO2)N1CCOCC1 (configuration not stated),13%
CCC(=O)N1c2ccccc2CC1C(=O)NCCN1CCN(c2cccc(Cl)c2)CC1 (configuration not stated),-23%
COc1ccc(-c2nc3c(C#N)c[nH]n3c2NC2CCCC2)c(OC)c1,-11%

This is a subset, so the mix of outcomes need not match the whole.
